Screening data: PubChem BioAssay, several laboratories
MazF activator: activators of E. coli MazEF toxin-antitoxin RNase, primary screen, biochemical, fluorescence, uHTS | AID 504720, 2011 | activation, % at 20 µM | 350,000 tested, 0.32% active | Endoribonuclease toxin MazF (Escherichia coli (strain K12)), P0AE70 | FAM/BHQ RNA-DNA oligo cleavage fluorescence, 5 h; in the data active = activation above about 50%
Target sequence (P0AE70 whole entry, looked up): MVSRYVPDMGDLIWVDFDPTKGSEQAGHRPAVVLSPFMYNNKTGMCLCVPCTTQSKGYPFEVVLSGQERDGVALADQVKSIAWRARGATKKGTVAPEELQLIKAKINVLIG
PrPC TRFRET: inhibitors of human cell surface prion protein PrPC, primary screen, cell-based, TR-FRET; Major prion protein (Homo sapiens), P04156; TR-FRET read-out; inhibition, % at 13.8 µM; 370,000 tested, 0.43% active; in the data active = inhibition above about 24%; note: 0% = median of the test wells and 100% = reference compound wells
Mtb FBA inh: Mtb FBA enzyme inhibitors, primary screen, biochemical, fluorescence, strain H37Rv; purified M. tuberculosis FBA, fluorescence read-out; inhibition, % at 1 µM; 360,000 tested, 2.3% active; in the data active = inhibition above about 27%;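 note: 0% = vehicle and 100% = reference inhibitor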
Target sequence (P9WQA3 whole entry, looked up): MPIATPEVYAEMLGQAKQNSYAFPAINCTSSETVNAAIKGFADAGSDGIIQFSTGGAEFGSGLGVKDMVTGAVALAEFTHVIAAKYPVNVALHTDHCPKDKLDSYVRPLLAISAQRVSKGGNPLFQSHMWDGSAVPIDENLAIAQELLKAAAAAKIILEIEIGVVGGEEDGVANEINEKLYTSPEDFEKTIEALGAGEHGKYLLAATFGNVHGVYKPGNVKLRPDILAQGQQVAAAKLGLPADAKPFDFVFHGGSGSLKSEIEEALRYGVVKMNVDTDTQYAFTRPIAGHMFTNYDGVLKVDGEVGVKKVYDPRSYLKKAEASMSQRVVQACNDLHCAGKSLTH
GDH-TPI counter: GDH-TPI coupling enzyme inhibitors, primary screen, artefact control for M. tuberculosis FBA inhibitor project, biochemical, absorbance, full deck; 360,000 tested, 1.2% active; GDH-TPI coupled enzyme counterscreen, NADH absorbance; inhibition, % at 4.8 µM; in the data active = inhibition above about 30%;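 note: 0% = DMSO wells and 100% = wells lacking the enzyme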
FadD28 binding: inhibitors of FadD28 bisubstrate probe binding, primary screen, biochemical, fluorescence polarization, single point; Mycobacterium tuberculosis FadD28 fatty-acid-AMP ligase; inhibition, % at 12.5 µM; 360,000 tested, 0.22% active; AID 588549, 2011; in the data active = inhibition above about 8.5%, passing the limit was not always enough; inconclusive = no clear call, values can overlap the other calls
UGM FP inh: M. tuberculosis UGM enzyme inhibitors, primary screen, biochemical, fluorescence polarization, single point. UDP-galactopyranose mutase (Mycobacterium tuberculosis (strain ATCC 25618 / H37Rv)), …. purified UGM, fluorescence polarization probe displacement. inhibition, % at 10 µM. AID 504406, 2011. 320,000 tested, 0.06% active; in the data active = inhibition above about 10%, passing the limit was not always enough; inconclusive = no clear call, values can overlap the other calls
Target sequence (P9WIQ1 whole entry, looked up): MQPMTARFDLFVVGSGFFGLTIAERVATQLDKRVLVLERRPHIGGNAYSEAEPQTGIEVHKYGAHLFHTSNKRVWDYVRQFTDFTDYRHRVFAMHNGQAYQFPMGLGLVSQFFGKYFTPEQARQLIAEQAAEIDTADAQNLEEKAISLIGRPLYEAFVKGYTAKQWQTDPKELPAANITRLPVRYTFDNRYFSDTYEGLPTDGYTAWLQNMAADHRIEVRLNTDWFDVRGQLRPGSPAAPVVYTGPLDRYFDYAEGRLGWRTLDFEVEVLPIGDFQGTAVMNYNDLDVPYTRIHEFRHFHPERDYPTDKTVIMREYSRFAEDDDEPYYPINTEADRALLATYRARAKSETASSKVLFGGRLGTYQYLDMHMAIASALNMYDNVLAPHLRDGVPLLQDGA
Mtb BioA inh: M. tuberculosis BioA enzyme inhibitors, primary screen, biochemical, plate reader, single point, HTS. 7,8-diaminopelargonic acid synthase BioA (Mycobacterium tuberculosis). purified M. tuberculosis BioA enzyme. inhibition, % at 9.99 µM. 360,000 tested, 0.096% active; in the data active = inhibition above about 40%; inconclusive = no clear call, values can overlap the other calls
BoNT-F LC inh: BoNT/F light chain protease inhibitors, primary screen, biochemical, flow cytometry, MLPCN library. Botulinum neurotoxin type F light chain protease (Clostridium botulinum). inhibition, % at 10 µM. Multiplex microsphere protease cleavage assay. 360,000 tested, 0.22% active; in the data active = inhibition above about 35%, passing the limit was not always enough; inconclusive = no clear call, values can overlap the other calls; note: plate controls were buffer without enzyme for full effect and enzyme alone for no effect
Rv3671c inh: Rv3671c serine protease inhibitors, primary screen, biochemical, fluorescence polarization, M. tuberculosis H37Rv | P9WHR9 | inhibition, % at 5.96 µM | 320,000 tested, 0.048% active | AID 2606, 2010; in the data active = inhibition above about 38%;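 note: extracellular domain of Rv3671c used as enzyme; 0% = enzyme with DMSO and 100% = no enzyme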
* hit, by the source's call; ? = inconclusive; nt = no result given; + = active, no number; & = joins results of further samples. Outcome played no part in choosing rows. About 4.8% of those tested had a hit in this group.

entry	structure	MazF activator	PrPC TRFRET	Mtb FBA inh	GDH-TPI counter	FadD28 binding	UGM FP inh	Mtb BioA inh	BoNT-F LC inh	Rv3671c inh
1	O=C(NCCS(=O)(=O)N1CCN(c2ccccc2)CC1)c1cccc(F)c1	0	5	2	-6	-2.0	0.2	2.8	2	10
2	Cc1ccc(S(=O)(=O)NCC(=O)OCC(=O)c2ccc(S(=O)(=O)N3CCCCC3)cc2)cc1C	7	1	1	1	0.2	nt	-1.4	4	nt
3	COc1cc(C2Nc3cccc4cccc(c34)N2)ccc1O	11	11	-3	14	-6.2	0.6	-1.6	?	4
4	COC(=O)Nc1cccn(Cc2c(Cl)cccc2Cl)c1=O	8	-1	-1	-4	-4.2	5.0	-1.0	-8	-6
5	CN(CC(=O)Nc1ccc(F)c(F)c1F)C(=O)CCCSc1nc2ccccc2[nH]1	0	9	2	-6	-4.8	-1.0	nt	9	6
6	CN(C(=O)COC(=O)CNC(=O)CNC(=O)c1ccc(Cl)cc1Cl)c1ccccc1	-8	2	3	4	-1.9	-0.9	nt	-2	5
7	CCCC(=O)Nc1ccc2c(c1)nc(CN1CCCCC1)n2C	8	3	2	-1	-0.9	-0.2	-0.5	-6	-4
8	CC1CN=C(c2cccn2Cc2ccc(F)cc2Cl)O1 (stereo not given)	-6	-6	0	-2	0.2	-0.3	-0.1	-28	4
9	CCOC(=O)c1sc(=S)n(-c2ccc(C)cc2)c1SC	3	-5	0	5	-2.0	-0.6	3.6	2	-3
10	O=C(N/N=C/c1ccc([N+](=O)[O-])cc1)c1[nH]ncc1Br	-3	-26	+	20	-2.0	-3.1	-1.2	-10	-11
11	OC1(c2ccc3c(c2)OCO3)CCN(Cc2ccccn2)CC1	-12	3	-1	-4	?	-1.9	1.2	1	-7
12	CCCOc1ccc(C(=O)NCCc2ccccc2)cc1	0	0	0	4	-0.3	-0.1	0.7	-6	-11
13	O=C(NCC1CCCO1)c1ccccc1S(=O)(=O)c1ccc([N+](=O)[O-])cc1 (stereo not given)	-7	-46	1	0	-1.9	1.5	nt	2	5
14	CCCCN(C(=O)c1ccccc1Br)C1CCS(=O)(=O)C1 (stereo not given)	1	-3	0	-4	-4.6	1.9	0.9	-10	0
15	Fc1cccc(CCN2C(=S)NC[C@@H]2CC2CCCCC2)c1	-7	8	1	-8	-1.1	-0.4	-1.6	-2	-3
16	Cc1ccc(NC(=O)CNCc2cccs2)cc1Br	-2	2	-1	1	0.2	-1.3	0.2	1	-4
17	Nn1c(SCC(=O)Nc2cccc(Br)c2)nnc1C1CC1	-1	-5	0	7	-1.5	-1.9	-7.0	10	2
18	CC(CSc1nnnn1-c1ccccc1)Cn1c(N2CCCC2)nc2c1c(=O)[nH]c(=O)n2C (stereo not given)	-4	6	3	-3	1.4	-1.8	nt	-20	-3
19	COc1cc([N+](=O)[O-])ccc1NC(=O)C[n+]1cccc(C)c1	-7	-9	0	20	-2.5	2.5	0.8	-5	9
20	COc1cccc(NC(=O)C2(C)CCN2Cc2ccccc2OC(F)F)c1 (stereo not given)	nt	8	1	1	-4.6	nt	0.7	0	nt
21	COc1ccc(NC(C)=O)cc1NC(C)C(=O)Nc1ccc(S(=O)(=O)N2CCCCC2)cc1 (stereo not given)	6	2	-2	-1	1.6	-0.7	0.6	9	5
22	COc1ccccc1N1CCN(C(=O)CN(CCc2ccccc2)S(C)(=O)=O)CC1	5	-5	-2	4	-4.7	0.8	0.2	-4	2
23	CCc1ccccc1Oc1nc(NCc2ccccc2)nc2ccsc12	nt	-3	1	7	-4.2	nt	0.4	-5	nt
24	COc1cc(C2NC(=O)C(C#N)=C(Nc3cccc(C)c3)S2)ccc1O (stereo not given)	4	1	0	21	1.1	0.1	nt	2	3
25	CCCCNC(=O)CSc1cc(=O)n(C)c2ccccc12	-2	-2	5	20	-2.3	-2.0	0.2	-16	2
26	CCN1C(=O)[C@H]2[C@@H](c3ccc(-c4cc(C(C)=O)cs4)cc3)N3CCCC[C@@]3(C(=O)OC)[C@H]2C1=O	-3	-1	4	10	-0.1	4.0	6.8	-1	-17
27	CCOC(=O)[C@@H]1[C@H]2COc3cc(OC)ccc3[C@@H]2N2C(=O)N(c3ccc(OC)cc3)C(=O)[C@]12C	3	1	0	-9	-2.7	0.4	-0.5	-5	-2
28	CCOc1cc(/C=N/n2cnnc2)ccc1OCC(=O)Nc1ccccc1OC	26	-1	2	10	-5.3	-2.3	0.3	3	-3
29	Nc1nc(COC(=O)CCC(=O)c2ccccc2)nc(Nc2ccccc2)n1	-6	-5	3	2	-0.9	nt	-0.7	-3	nt
30	Cc1cc(C)c2cc(C(c3nnnn3CC3CCCO3)N3CCN4CCCC4C3)c(=O)[nH]c2c1 (stereo not given)	1	-2	3	26	-1.7	-0.1	-6.6	-15	8
31	O=C(COC(=O)CCC1CCCC1)Nc1nc2c(F)c(F)c(F)cc2s1	-11	-1	2	-3	-2.9	1.6	-1.3	0	-15
32	CCc1ccc(-c2cc(C)no2)cc1S(=O)(=O)Nc1cc(C)ccn1	6	-2	-5	-2	-4.3	-1.4	-2.1	12	2
33	O=S(=O)(c1ccccc1)c1nc(-c2cccs2)oc1NCc1cccnc1	-5	9	1	28	-0.3	-0.8	4.7	0	0
34	NCC(CC(=O)O)C1CCCCC1 (stereo not given)	-8	nt	0	-6	-0.5	-0.2	-0.8	-1	-7
35	CCCN1C(=O)c2ccc(C(=O)Nc3nccs3)cc2C1=O	3	-9	0	17	-2.2	6.1	-0.5	-15	0
36	Cc1ccc2nc(NC(=O)c3ccc(OCC4CCCO4)cc3)sc2c1 (stereo not given)	-8	12	8	9	-0.4	0.7	nt	-2	-8
37	CCOC(=O)c1cc(C)n(Cc2ccc(OCC)c(OC)c2)c1C	-3	1	0	-3	-4.9	3.4	-0.3	10	4
38	O=C(Nc1ccc(CN2CCOCC2)cc1)c1cc2ccccn2n1	1	-2	0	11	-1.6	3.1	1.4	-1	2
39	CCCCN1CC(N2CCN(CCN(C)C)CC2)CS1(=O)=O (stereo not given)	nt	-3	5	nt	-0.6	nt	1.4	-1	nt
40	CC(NC(=O)COC(=O)C1CCN(c2ccc(C(F)(F)F)cn2)CC1)c1ccccc1 (stereo not given)	-9	-4	5	15	-1.2	nt	0.8	-1	nt
41	CC(=O)Nc1ccc(NC(=O)c2ccc(N(Cc3ccccc3C)S(C)(=O)=O)cc2)cc1	4	10	5	4	0.2	-0.9	nt	1	-2
42	O=C(CCc1ccc(S(=O)(=O)NC2CCCCC2)cc1)NCc1ccccn1	4	-6	1	-6	-0.8	-2.5	nt	0	8
43	CCOC(=O)C1CCN(C(=O)COc2cccc(C)c2)CC1	-7	3	6	3	0.4	0.7	-0.6	-14	-5
44	Cc1csc(NC(=O)CCn2c(=O)sc3ccccc32)n1	1	-3	-1	-6	-1.7	-0.3	3.5	23	-3
45	C[C@H]1CC[C@H]2NCCN[C@H]2C1	-5	1	3	9	-1.0	3.6	nt	-3	-2
46	CCCCNC(C(=O)Nc1ccc([N+](=O)[O-])cc1Br)c1ccccc1 (stereo not given)	-2	-9	-2	16	-0.3	-1.6	nt	2	3
47	S=c1nc(-c2ccccc2)oc2c1CCCC2	10	-3	1	-2	-2.0	1.6	0.1	0	0
48	Cc1csc(CNc2ncnc3ccc(-c4ccc5c(c4)OCCO5)cc23)c1	-1	1	6	8	-4.2	2.8	-1.5	4	-27
49	Cc1[nH]c(=O)[nH]c(=O)c1/C=N/NC(=O)CCNC(=O)OC(C)(C)C	9	2	6	16	-2.1	0.4	-2.3	-4	7
50	Cc1ccc2c(c1)C(O)(CC(=O)c1ccc(C)s1)C(=O)N2 (stereo not given)	6	0	-3	8	-3.0	1.3	nt	0	2

Next entries follow:
entry	structure	MazF activator	PrPC TRFRET	Mtb FBA inh	GDH-TPI counter	FadD28 binding	UGM FP inh	Mtb BioA inh	BoNT-F LC inh	Rv3671c inh
51	CCOc1ccccc1C(=O)NCC(=O)O	3	-3	5	13	-0.6	-1.6	-0.9	-8	7
52	O=[N+]([O-])c1cc(-n2cccc2)ccc1N1CCOCC1	-5	-19	0	7	-1.5	-0.2	nt	-2	-7
53	Cc1cc2ncn(C(=O)N3CCC(C)CC3)c2cc1C	3	4	0	1	-2.1	-4.0	0.6	2	10
54	O=C(c1ccc(OCCN2CCCCC2)cc1)c1c(-c2ccc(O)cc2)sc2cc(O)ccc12	20&7	-12&-18	-1&0	7&9	-7.3&-4.1	-3.5&-2.5	-2.1&-1.0	-23&-16	-25&-36
55	CCCCCC/C(=N/O)c1ccccn1	4	-5	-1	-4	-2.8	-0.2	-0.1	-6	-2
56	Cc1ccc(N=C2NC(=O)C(CC(=O)NCc3ccccc3)S2)cc1C (stereo not given)	0	2	3	4	-1.5	-0.8	nt	0	-2

Part of the list above, set out differently:
Values in the order – MazF activator | PrPC TRFRET | Mtb FBA inh | GDH-TPI counter | FadD28 binding | UGM FP inh | Mtb BioA inh | BoNT-F LC inh | Rv3671c inh
#52 O=[N+]([O-])c1cc(-n2cccc2)ccc1N1CCOCC1
    -5 | -19 | 0 | 7 | -1.5 | -0.2 | nt | -2 | -7
#53 Cc1cc2ncn(C(=O)N3CCC(C)CC3)c2cc1C
    3 | 4 | 0 | 1 | -2.1 | -4.0 | 0.6 | 2 | 10
#54 O=C(c1ccc(OCCN2CCCCC2)cc1)c1c(-c2ccc(O)cc2)sc2cc(O)ccc12
    20&7 | -12&-18 | -1&0 | 7&9 | -7.3&-4.1 | -3.5&-2.5 | -2.1&-1.0 | -23&-16 | -25&-36
#55 CCCCCC/C(=N/O)c1ccccn1
    4 | -5 | -1 | -4 | -2.8 | -0.2 | -0.1 | -6 | -2

Sorted by count of non-hydrogen atoms (high to low): part of the list above
entry	structure	MazF activator	PrPC TRFRET	Mtb FBA inh	GDH-TPI counter	FadD28 binding	UGM FP inh	Mtb BioA inh	BoNT-F LC inh	Rv3671c inh
49	Cc1[nH]c(=O)[nH]c(=O)c1/C=N/NC(=O)CCNC(=O)OC(C)(C)C	9	2	6	16	-2.1	0.4	-2.3	-4	7
15	Fc1cccc(CCN2C(=S)NC[C@@H]2CC2CCCCC2)c1	-7	8	1	-8	-1.1	-0.4	-1.6	-2	-3
8	CC1CN=C(c2cccn2Cc2ccc(F)cc2Cl)O1 (stereo not given)	-6	-6	0	-2	0.2	-0.3	-0.1	-28	4
